# PfHsp40 rescue: compounds rescuing yeast from Plasmodium falciparum HSP40 toxicity; growth rescue, % at 12.5 µM; 340,000 compounds, 0.68% hits; S. cerevisiae expressing PfHsp40, growth rescue, ATP luminescence; in the data active means growth rescue above about 28%, passing the limit was not always enough; inconclusive means no clear call, values can overlap the other calls;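 further: yeast W303a lacking pdr1 and pdr3 grown in galactose medium; growth measured after three days at 30 °C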
# Y pestis TopoI: Y. pestis Topo-I inhibition via cleavage products | Y. pestis Topo-I cleavage product accumulation, plate reader | activity, % at 10 µM | 360,000 compounds, 0.064% hits; in the data active means activity above about 50%, passing the limit was not always enough; inconclusive means no clear call, values can overlap the other calls; further: inactives centre near 2
# PrPC TRFRET: inhibitors of human cell surface prion protein PrPC; TR-FRET read-out; inhibition, % at 13.8 µM; 370,000 compounds, 0.43% hits; AID 720596; in the data active means inhibition above about 24%; further: 0% = median of the test wells and 100% = reference compound wells
# TcdB inh: blocks C. difficile toxin B glycohydrolase activity. TcdB glycohydrolase enzymatic assay, plate reader. inhibition, % at 9.99 µM. 350,000 compounds, 0.24% hits. AID 652162; in the data active means inhibition above about 10%
# PriA SSB inh: blocks PriA binding to SSB C-terminal tail | AlphaScreen SSBct-PriA binding, biotinylated peptide | inhibition, % at 33 µM | 430,000 compounds, 0.6% hits; in the data active means inhibition mostly above about 37%, no sharp cut-off; inactive means mostly below about 20%;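 further: plate controls were negative control peptide for no effect and reference peptide for full effect; strong numbers were not always called active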
# Anthrax LF inh2: anthrax lethal factor protease inhibition | P15917 | inhibition, % at 10 µM | 360,000 compounds, 0.12% hits | multiplex microsphere protease cleavage assay, LF | AID 588501; further: plate controls were buffer without enzyme for full effect and enzyme alone for no effect
# Vc quorum ag: quorum light induction in luxS cqsA deficient V. cholerae. V. cholerae BH1578 lux reporter, luminescence, 6 h. activation, % at 18.7 µM. 350,000 compounds, 0.16% hits. AID 588436; in the data active means activation mostly above about 9.7%, no sharp cut-off; inconclusive means no clear call, values can overlap the other calls; inactive means mostly below about 3.7%; further: not every result past the cut was called active; inactives centre near 0; reference of the scale not given here
# SARS 3CLpro inh: SARS-CoV 3CLpro protease inhibition; recombinant SARS-CoV 3CLpro, quenched FRET peptide cleavage; inhibition, % at 6 µM; 290,000 compounds, 0.14% hits; AID 1706; P0C6X7; in the data active means inhibition above about 12%
# BoNT-A LC inh2: inhibitors of Botulinum neurotoxin A light chain protease; multiplex microsphere protease substrate cleavage, flow cytometry; AID 588499; 360,000 compounds, 0.17% hits; inhibition, % at 10 µM; further: plate controls were buffer without enzyme for full effect and enzyme alone for no effect
# Starred values were filed as active, the others as inactive; i = inactive; ? = inconclusive; · = no result given. Unless noted, no stated cut-off is given here; in the data, active means inhibition above about 30%; inconclusive means no clear call, values can overlap the other calls; inactive means below that. An excerpt (hit frequency here may not be typical).
# Below each SMILES – PfHsp40 rescue	Y pestis TopoI	PrPC TRFRET	TcdB inh	PriA SSB inh	Anthrax LF inh2	Vc quorum ag	SARS 3CLpro inh	BoNT-A LC inh2
> CC(=O)OC1(c2ccccc2)CCN(C)C(C)C1C (stereo not given)
 : 3.0	3.0	-6.6	·	-1.4	-2.8	-0.6	-1.2	-0.1
> CC1=C(C(=O)OCc2ccccc2)C(c2cccs2)N2C(=O)CCSC2=N1 (stereo not given)
 : 4.1	5.5	4.4	0.5	-4.1	-5.6	-0.3	3.9	-2.1
> C[C@]12CC[C@@H](O)C[C@@H]1CC[C@@H]1[C@@H]2CC[C@]2(C)[C@@H](O)CC[C@@H]12
 : 2.2	-0.2	4.8	1.2	-3.5	1.5	i	-2.6	-0.6
> CCOc1ccccc1CNC(=O)C1CCN(C(=O)N2CC(C)Oc3ccc(C)cc32)CC1 (stereo not given)
 : 0.0	35.0	4.9	2.4	-7.1	-3.9	i	-2.9	-0.4
> Cc1ccccc1-c1nc(S(=O)(=O)c2ccccc2)c(N2CCCC2)o1
 : 1.0	10.1	2.8	-2.7	-11.9	?	1.0	·	3.0
> Cc1nnc(SCc2ccc(C(=O)O)cc2)s1
 : -3.0	3.6	-0.7	·	-6.9	-5.5	i	-6.2	0.4
> O=C1COc2ccc(C(=O)COC(=O)c3ccc([N+](=O)[O-])cc3Cl)cc2N1
 : -0.6	-9.9	-4.8	0.3	0.8	5.5	i	·	3.8
> CCCOc1ccc(/C=C/C(=O)N2CCN(C(=O)c3ccco3)CC2)cc1OC
 : ·	21.9	-0.3	1.9	·	-0.6	i	·	-0.4
> Cc1nc2ccccc2c(=O)n1NC(=O)C1CCCCC1
 : 0.4	10.5	-3.9	·	-7.1	-1.9	-0.3	-0.8	-0.2
> N#CC1=C(N)OC2=C(CC/C2=C\c2ccccc2)C1c1ccccc1 (stereo not given)
 : 0.1	4.4	-4.4	·	-2.8	1.1	-0.4	-3.5	3.0
> CCc1nnc(NC(=O)CSc2nc(C)c3c(c2C#N)CCCC3)s1
 : 0.9	29.4	·	0.5	-19.4	-1.4	i	-5.2	0.0
> Oc1ccc(C=NNC(=S)Nc2ccccc2)nc1
 : ·	-2.5	7.0	-5.5	·	-3.0	i	·	0.2
> CCOc1ccccc1Oc1ccc(C(F)(F)F)cn1
 : -1.3	-2.8	0.4	·	1.0	-0.1	·	-2.6	0.2
> Cc1ccc(NC(=O)CSC2=NN3CCCC(=O)N=C3S2)cc1Cl
 : -0.1	17.4	6.5	0.1	-3.0	1.9	-0.3	-3.0	1.4
> COCCCNC(=O)Cn1cc2c(n1)CCC(C)C2 (stereo not given)
 : 0.3	7.7	5.3	0.7	-1.2	-2.8	-0.2	1.3	-1.3
> CN(C)S(=O)(=O)c1ccc(C(=O)OC2CCOC2=O)cc1 (stereo not given)
 : -1.2	-1.5	1.9	-1.2	-9.9	-3.4	-0.4	4.1	-0.4
> O=C(CN(c1ccc(F)cc1)S(=O)(=O)c1ccccc1)NCCSC1CCCCC1
 : 19.2	24.9	3.1	-0.8	-25.6	-0.5	i	7.6	-0.1
> CCOC(=O)c1ccc[n+]([O-])c1
 : -0.7	3.5	-3.7	0.3	-3.0	-8.7	0.0	·	-0.1
> COc1cccc(CC(CC(=O)O)C(=O)Nc2cc(C)ccc2C)c1 (stereo not given)
 : -0.7	13.2	-2.8	0.1	6.0	9.5	i	-2.1	?
> CC(=O)c1cccc(NC(=O)c2ccc3c(c2)C(=O)N(Cc2cccnc2)C3=O)c1
 : 1.9	9.1	7.0	0.7	-5.4	-1.3	-0.7	-1.8	-0.8
> O=S(=O)(c1ccccc1)N1CCN(S(=O)(=O)N2CCCCCC2)CC1
 : -0.7	1.3	8.6	1.9	-4.8	12.1	i	2.2	-1.4
> CCc1noc(C)c1C(=O)N1CCCC(N2CCN(c3ccc(F)cc3)CC2)C1 (stereo not given)
 : 0.4	5.6	-0.9	1.0	0.2	0.8	-0.2	4.9	-1.7
> O=C(CSC1=NS(=O)(=O)c2cc(Cl)ccc2N1)Nc1cccc(F)c1
 : 0.1	-0.4	4.5	0.2	-6.6	?	-0.3	·	-4.8
> NC(=O)CSc1nnc(-c2cccnc2)n1Cc1ccccc1
 : ?	-2.8	3.7	0.0	-8.8	-1.5	-8.3	-4.0	-0.3
> COc1ccc(CC(=O)NC(=S)Nc2ccc(S(N)(=O)=O)cc2)cc1
 : -1.0	-7.1	-6.6	1.1	-7.4	-0.2	-0.1	3.0	0.9
> CC(C)(C)OC(=O)N1CCC(Cc2cc(-c3ccccc3)no2)(C(=O)O)CC1
 : -1.4	-2.3	1.1	0.1	6.1	-5.5	-2.2	2.2	-0.2
> COc1cc(OC)cc(C(=O)Nc2ccc(S(=O)(=O)Nc3cc(C)on3)cc2)c1
 : 1.1	-2.0	-1.5	·	4.9	1.0	i	6.4	-0.2
> CC(=O)Nc1nnc(C2=COCCO2)o1
 : 0.7	1.9	1.1	-1.2	-3.0	-3.0	-2.4	0.0	-0.2
> CSc1ccccc1OCc1cc(C(=O)N(C)CC2COCCO2)no1 (stereo not given)
 : -0.9	-1.5	5.2	2.0	2.0	-0.9	-7.7	-0.9	1.9
> CCOC(=O)CC(NC(=O)c1ccc(C)cc1)c1ccc(OC)cc1 (stereo not given)
 : 0.1	8.6	-2.4	0.7	2.5	-2.0	-0.3	0.6	-0.5
> CC(=O)Nc1ccc(S(=O)(=O)NC2(C(F)(F)F)NC(=O)N(C3CCCC3)C2=O)cc1 (stereo not given)
 : -1.3	-6.8	0.4	·	-8.4	-1.9	i	-2.4	-0.4
> O=C(Nc1ccccc1F)c1csc(COCCO)n1
 : ·	-2.7	-0.9	0.4	·	4.4	i	·	0.8
> CCCc1nc(SCC(=O)NC2CCCC2)c2ccccc2n1
 : -1.1	1.3	34.4*	3.0	-7.9	-8.1	-0.2	-0.7	-0.8
> CC(=O)Nc1cccc2ccc(O)cc12
 : 0.6	-9.3	-5.1	-1.9	-4.8	-6.5	·	·	-0.6
> O=C(Cn1cnc2cc([N+](=O)[O-])ccc2c1=O)Nc1ccc2c(c1)CCC2
 : -0.6	-13.7	-8.6	·	-12.6	-0.4	i	-1.1	0.1
> Cc1ccc(CNC(=O)CN2C(=O)NC(C)(c3cccc(Br)c3)C2=O)cc1 (stereo not given)
 : 1.7	0.9	-0.5	0.2	-0.9	-7.7	-1.9	-3.9	1.4
> CC(C)NC(=O)N1CCC(n2nccc2NC(=O)CCOc2ccccc2)CC1
 : -2.2	3.6	3.8	0.7	-6.1	-5.1	0.8	3.0	-2.3
> O=C(NC(=S)Nc1cccc(C(F)(F)F)c1)c1csnn1
 : 3.5	-2.2	-6.5	-0.2	-23.2	1.9	-0.8	-4.1	0.4
> Cn1c2ccccc2c2nnc(NN)nc21
 : 0.4	0.7	-8.2	1.2	-3.8	-28.9	1.7	0.2	-4.2
> COc1ccc2nc(NC(=O)CCNS(=O)(=O)c3ccc4c(c3)oc(=O)n4C)sc2c1
 : 0.5	1.5	5.9	·	-8.1	-2.3	-2.2	-1.9	-0.9

# Next part (2 carried over from the part before).
# Below each SMILES – PfHsp40 rescue	Y pestis TopoI	PrPC TRFRET	TcdB inh	PriA SSB inh	Anthrax LF inh2	Vc quorum ag	SARS 3CLpro inh	BoNT-A LC inh2
> Cn1c2ccccc2c2nnc(NN)nc21
 : 0.4	0.7	-8.2	1.2	-3.8	-28.9	1.7	0.2	-4.2
> COc1ccc2nc(NC(=O)CCNS(=O)(=O)c3ccc4c(c3)oc(=O)n4C)sc2c1
 : 0.5	1.5	5.9	·	-8.1	-2.3	-2.2	-1.9	-0.9
> COc1ccc(CCNC(=O)c2cc(-c3ccccc3)on2)cc1OC
 : 0.6	-3.1	6.8	-0.6	3.5	0.7	-0.6	-5.1	-0.2
> Cc1ccc(NC(=O)CCC(=O)Nc2ccc(C)cc2)cc1
 : 0.3	-1.5	1.2	-1.2	-1.9	0.7	0.8	0.3	7.7
> c1cc(C2OCCO2)cs1
 : ·	14.3	-0.2	1.5	·	-7.1	0.6	·	-0.4
> NC(=O)c1cccnc1Oc1cccc(Cl)c1
 : -0.9	-1.1	-3.5	·	-0.4	5.8	-0.5	-0.2	-0.3
> CC(C)(C)C(=O)N1CCN(C(=O)c2ccco2)CC1
 : 1.4	-1.4	0.9	-0.1	-3.8	-9.4	-0.4	-3.3	-4.3
> COCCOc1cc(NC(=O)c2ccccc2)c(Cl)cc1Cl
 : -0.4	-2.2	8.0	-0.1	-9.9	0.8	-0.8	2.4	-0.6
> CCC(C)n1cnc2c(c1=O)c1nc3ccccc3nc1n2Cc1ccc(OC)cc1 (stereo not given)
 : -0.5	8.3	6.1	·	-7.0	4.6	1.6	3.4	5.7
> O=C(CN1C(=O)NC2(CCCc3ccccc32)C1=O)NCCc1ccc(F)cc1 (stereo not given)
 : -0.4	1.9	-5.9	0.2	-5.9	-5.0	i	·	-0.2
> CCCCn1c(=O)c(C(=O)Nc2ccccc2C)c(O)c2ccccc21
 : 0.3	-3.8	·	·	-12.7	17.7	i	-3.2	0.6
> COc1ccc(NC(=O)C2Cc3c(-c4cccc(NC(C)=O)c4)ccnc3O2)cc1OC (stereo not given)
 : ·	-6.1	15.2	-6.3	·	-7.3	-0.3	·	-0.3
> O=C(COC(=O)c1ccc(S(=O)(=O)NCc2ccco2)cc1)NCCC1=CCCCC1
 : 0.2	17.4	7.2	·	-5.5	0.0	i	-0.1	-1.1
> CCCN1C(=O)C2(C(C(=O)c3ccc(C)o3)=C(O)C(=O)N2CCCN2CCOCC2)c2ccccc21 (stereo not given)
 : -1.6	-0.9	·	0.8	-3.0	1.9	-4.2	-0.9	0.1
> CCCCC(=O)N(C)c1c(C)nc2ccc(C(=O)Nc3cccc(OC)c3)cn12
 : ·	-5.9	-5.2	2.3	·	-5.6	-4.5	·	-1.0
> COc1ccc(NC(=O)c2ccc(CNS(=O)(=O)c3cccc(OC)c3)cc2)cc1
 : -0.5	-2.4	-12.9	·	-15.4	-0.7	i	2.7	-0.6
> O=CNCc1nc2ccccc2n1CCc1ccccc1
 : -2.4	0.5	8.4	0.5	-23.6	0.5	1.6	8.2	-5.7
> C[C@@H]1ON(C)[C@H]2C[C@H]3c4[nH]c5ccccc5c4CCN3C[C@@H]12
 : ·	-0.7	-16.8	0.3	·	1.4	-2.3	·	1.8
> COc1cc(O)c(C(CC(=O)N2CCCC2)c2ccc3c(c2)OCO3)c(OC)c1 (stereo not given)
 : 1.6	-1.7	3.6	1.7	8.4	1.4	-0.7	·	-0.3
> O=C1CCCC2=C1C(c1cccs1)CC(=O)N2c1ccc(F)cc1 (stereo not given)
 : 0.4	7.7	0.8	·	-8.5	-3.2	i	5.7	0.1
> Cc1cc(-c2ccccc2)nc(SCc2ccc(C(=O)O)o2)n1
 : 0.3	-3.5	4.8	·	-6.7	-5.8	-0.8	3.1	0.1
> CC1=C(C(=O)NC(C)C)C2(CCC(C)CC2)OC1=O (stereo not given)
 : 1.0	-0.9	1.5	-3.2	-10.8	-9.1	-0.3	-4.5	-1.3

# One compound at a time (already shown).
# `O=C(CSC1=NS(=O)(=O)c2cc(Cl)ccc2N1)Nc1cccc(F)c1` across the screens: PfHsp40 rescue = 0.1; Y pestis TopoI = -0.4; PrPC TRFRET = 4.5; TcdB inh = 0.2; PriA SSB inh = -6.6; Anthrax LF inh2 = ?; Vc quorum ag = -0.3; SARS 3CLpro inh = ·; BoNT-A LC inh2 = -4.8
# `O=C(NC(=S)Nc1cccc(C(F)(F)F)c1)c1csnn1` across the screens: PfHsp40 rescue = 3.5; Y pestis TopoI = -2.2; PrPC TRFRET = -6.5; TcdB inh = -0.2; PriA SSB inh = -23.2; Anthrax LF inh2 = 1.9; Vc quorum ag = -0.8; SARS 3CLpro inh = -4.1; BoNT-A LC inh2 = 0.4
# `CC(=O)Nc1ccc(S(=O)(=O)NC2(C(F)(F)F)NC(=O)N(C3CCCC3)C2=O)cc1` (stereo not given) across the screens: PfHsp40 rescue = -1.3; Y pestis TopoI = -6.8; PrPC TRFRET = 0.4; TcdB inh = ·; PriA SSB inh = -8.4; Anthrax LF inh2 = -1.9; Vc quorum ag = i; SARS 3CLpro inh = -2.4; BoNT-A LC inh2 = -0.4

# Bioassay records (PubChem BioAssay)
